Screening data (PubChem BioAssay)
HP1b chromo inh – HTS for Inhibitors of HP1-beta Chromodomain Interactions with Methylated Histone Tails. AlphaScreen HP1-beta / biotin-H3K9me3 peptide binding. Potency, µM (highest dose often 114 µM), for the others: top-dose activity change, negative = inhibition, usual class: inhibitors. 390,000 compounds, 0.56% hits. AID 540317, 2011; further: nearly all actives have a fitted effect of over 70% in size; inactives centre near 23
Target sequence (P83916 whole entry, looked up): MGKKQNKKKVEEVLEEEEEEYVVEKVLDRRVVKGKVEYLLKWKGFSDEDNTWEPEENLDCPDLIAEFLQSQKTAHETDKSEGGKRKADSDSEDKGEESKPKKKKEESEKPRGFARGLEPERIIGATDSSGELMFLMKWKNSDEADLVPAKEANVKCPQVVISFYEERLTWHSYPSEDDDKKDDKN
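AlphaScreen: HP1-beta (50 nM) preformed 30 min with biotin-H3(1-18)K9me3 peptide (50 nM) in PBS pH 7.4, 0.01% Tween-20. Compound added for 30 min at RT, then streptavidin donor/nickel chelate acceptor beads (10 ug/mL) for 30 min.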
rTrxR1 inhibitor – qHTS Assay for Inhibitors of Mammalian Selenoprotein Thioredoxin Reductase 1 (TrxR1): qHTS | recombinant rTrxR1, NADPH fluorescence consumption, selenite substrate | Potency, µM (series often up to 114 µM), without a hit: at the top dose activity change, negative = inhibition, actives largely listed as inhibitors | Thioredoxin reductase 1, cytoplasmic (Rattus norvegicus), O89049 | 390,000 compounds, 1% hits; further: on the % scale 0 is the no-effect control and ±100 the full control effect; nearly all actives have a fitted effect of over 65% in size
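Rat TrxR1 (90 nM in the dispensed reagent) was pre-reduced with 400 uM NADPH for 5 min at room temperature, then incubated with compound for 15 min. After 400 uM selenite was added, NADPH fluorescence (Ex 340/Em 450 nm) was followed for 8 min.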
JMJD2A Tudor inh – qHTS Assay for Inhibitors of JMJD2A-Tudor Domain; Lysine-specific demethylase 4A (Homo sapiens), O75164; AlphaScreen JMJD2A-Tudor / H3K4me3 peptide binding; Potency, µM (top dose mostly 114 µM), for inactives: at the highest dose activity change, negative = inhibition, most hits filed as inhibitors; 390,000 compounds, 4.4% hits; AID 504339, 2011; further: on the % scale 0 is the no-effect control and ±100 the full control effect; nearly all actives have a fitted effect of over 50% in size
Tb PGK inh – qHTS Assay to Find Inhibitors of Phosphoglycerate Kinase | 380,000 compounds, 0.043% hits | PGK/GAPDH coupled, Kinase-Glo luminescence, 60 min | Phosphoglycerate kinase, glycosomal (Trypanosoma brucei brucei), P07378 | AID 602233, 2012 | Potency, µM (doses to about 57.5 µM), inactives show at the highest dose activity change, negative = inhibition, usual class: inhibitors; further: on the % scale 0 is the no-effect control and ±100 the full control effect; nearly all actives have a fitted effect of over 60% in size
Target sequence (P07378 whole entry, looked up): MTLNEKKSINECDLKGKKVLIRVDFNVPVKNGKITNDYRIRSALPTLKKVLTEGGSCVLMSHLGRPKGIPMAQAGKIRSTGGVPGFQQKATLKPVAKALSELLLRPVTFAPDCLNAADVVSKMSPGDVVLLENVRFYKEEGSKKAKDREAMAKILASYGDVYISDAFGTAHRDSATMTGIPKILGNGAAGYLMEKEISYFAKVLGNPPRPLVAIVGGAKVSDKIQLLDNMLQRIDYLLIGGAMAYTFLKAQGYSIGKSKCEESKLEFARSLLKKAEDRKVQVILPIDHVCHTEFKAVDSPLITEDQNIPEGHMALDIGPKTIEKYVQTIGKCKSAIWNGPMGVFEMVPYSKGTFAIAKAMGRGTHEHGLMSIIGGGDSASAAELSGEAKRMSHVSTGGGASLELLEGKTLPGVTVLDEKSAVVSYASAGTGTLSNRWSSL
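Luminescent ATP detection (Kinase-Glo Plus) follows a 60-minute room-temperature incubation, with wells lacking PGK as controls. Buffer: 100 mM TEA (pH 7.6), 5 mM MgCl2, 0.01% Tween-20. Coupling enzyme GAPDH (100 nM final) supplies unstable 1,3-BPG in-well.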
Pin1 inh – qHTS Assay to Find Inhibitors of Pin1; Pin1 FP peptide displacement, HiFluor488, 10 min; 390,000 compounds, 0.009% hits; Potency, µM (titrated, usually from 115 µM), for inactives: top-dose activity, negative = inhibition, most hits filed as inhibitors; AID 504891, 2011; Peptidyl-prolyl cis-trans isomerase NIMA-interacting 1 (Homo sapiens), Q13526; active means well fitted inhibition curve with a large enough effect in the polarisation, with a control signal flat, not every such curve was filed as active; inconclusive means small, poorly fitted or top-dose-only effect, or effect the other way, or a change in a side signal; inactive means no such curve, though single readings can be large or run the other way; the % refers to the polarisation; further: on the % scale 0 is the no-effect control and ±100 the full control effect
Target sequence (Q13526 whole entry, looked up): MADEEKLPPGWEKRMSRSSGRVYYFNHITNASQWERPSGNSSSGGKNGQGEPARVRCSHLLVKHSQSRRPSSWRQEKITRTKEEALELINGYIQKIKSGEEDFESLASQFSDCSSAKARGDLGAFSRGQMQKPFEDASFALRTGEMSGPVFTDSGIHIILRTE
12-LOX inh – Primary qHTS assay for inhibitors of human arachidonate 12S-lipoxygenase (ALOX12): Round 2; Polyunsaturated fatty acid lipoxygenase ALOX12 (Homo sapiens), P18054; purified 12hLO, xylenol orange hydroperoxide absorbance; Potency, µM (series often up to 108 µM), inactives show at the top dose activity change, negative = inhibition, usual class: inhibitors; 580,000 compounds, 1.1% hits; further: on the % scale 0 is the no-effect control and ±100 the full control effect
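Hydroperoxide product was detected by ferrous iron/xylenol orange as the 573 to 405 nm absorbance ratio. Arachidonic acid at 40 uM (final) was turned over for 30 min at room temperature by 150 nM human 12hLO, pH 7.0 Hepes buffer, after 15 min compound preincubation.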
ERG Ets-DNA blk – qHTS for Small Molecule Inhibitors of the ERG Ets/DNA interaction; Transcriptional regulator ERG (Homo sapiens), P11308; fluorescence polarization, His-ERG Ets domain / labelled DNA; Potency, µM (top dose mostly 76.9 µM), without a hit: top-dose FP activity, negative = inhibition, hits mostly inhibitors; 370,000 compounds, 0.028% hits; AID 624246, 2012; active means well fitted inhibition curve with a large enough effect in the polarisation, with a control signal flat; inconclusive means small, poorly fitted or top-dose-only effect, or effect the other way, or a change in a side signal; inactive means no such curve, though single readings can be large or run the other way; the % refers to the polarisation;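 further: polarization taken with two DNA probes labelled with fluorescein and Texas red; % of control where 0% means no effect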
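His-tagged ERG Ets domain (1 uM in the protein solution; 300mM KCl, 50mM Tris-HCl, 1mM EDTA, 1mM DTT, pH 7.5) received compound, then a probe mix of 5 nM fluorescein-DNA and 100nM Texas-615-DNA. Fluorescence polarization was read for both dyes.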
RGS4 inh – Inhibitors of Regulator of G Protein Signaling (RGS) 4: qHTS | Regulator of G-protein signaling 4 (Homo sapiens), P49798 | Potency, µM (titrated, usually from 114 µM), for the others: top-dose activity change, negative = inhibition, usual class: inhibitors | 390,000 compounds, 0.039% hits | Transcreener GDP fluorescence polarization, RGS4-accelerated GTP hydrolysis; further: on the % scale 0 is the no-effect control and ±100 the full control effect; nearly all actives have a fitted effect of over 75% in size; some results filed as inactive show a strong effect at the top dose
Target sequence (P49798 whole entry, looked up): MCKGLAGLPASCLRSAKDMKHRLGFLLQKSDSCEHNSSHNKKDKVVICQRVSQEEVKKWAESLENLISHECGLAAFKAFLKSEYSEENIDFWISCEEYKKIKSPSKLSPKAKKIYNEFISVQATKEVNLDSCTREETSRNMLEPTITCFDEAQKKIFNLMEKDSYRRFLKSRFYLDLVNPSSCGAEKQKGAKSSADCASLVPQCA
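MLSMR compounds (23 nl, pin-transferred) preincubated 10 min at room temperature with a 500nM (2x) first reagent, then RGS4 at 900nM (2x) plus Transcreener GDP mix added; fluorescence polarization (620/688 nm) read before and after 90 min at 30 °C.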
GLS inh – qHTS for Inhibitors of Glutaminase (GLS); 410,000 compounds, 0.21% hits; GLS enzymatic activity, qHTS titration; Glutaminase kidney isoform, mitochondrial (Homo sapiens), O94925; Potency, µM (highest dose often 45.5 µM), for inactives: at the top dose activity change, negative = inhibition, most hits filed as inhibitors; further: on the % scale 0 is the no-effect control and ±100 the full control effect
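Human kidney-isoform GLS in 45 mM KH2PO4 pH 8.2, 0.02% Tween-20, with compound, started with 1mM L-Glutamine (added stock). Glutamate oxidase/HRP/Amplex red coupled fluorescence read at start and after 30 min at RT.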
Numbers without * were called inactive; i = inactive; ? = inconclusive; . = not tested or not shown; & = joins results of further samples; [ ] = remark or other dose. Unless noted, the call rests on the fitted dose curve; in most records, active means well fitted curve in the direction sought with a large enough effect; inconclusive means small, poorly fitted or top-dose-only effect, or another doubt; inactive means no such curve, though single readings can be large; an effect the other way counts as inactive or inconclusive. Potency means the concentration at half of the fitted maximal effect. Some of the compounds tested (hit frequency here may not be typical).

RGS4 inh,Pin1 inh,HP1b chromo inh,Tb PGK inh,JMJD2A Tudor inh,12-LOX inh,rTrxR1 inhibitor,ERG Ets-DNA blk,GLS inh,Compound
-50%,3%,30%,-3%,-5%,-2%,-1%[57.1 µM],6%,8%,COc1ccc(C(=O)C2CCCN(C(=O)/C=C/c3ccccn3)C2)c(C)c1 (stereo not given)
36%,-8%,10%,i,-19%,?,3%,12%,-4%,COc1ccc(NS(=O)(=O)c2cccc(C(=O)NCC3(N4CCCCC4)CCCCC3)c2)cc1
10%,-3%,30%,-8%,5%,335%[activator],4%,-3%,-7%,COc1ccc(C(=O)N2CCN(C(=O)C3CCCO3)CC2)cc1[N+](=O)[O-] (stereo not given)
-15%,3%,22%,5%,-17%,-8%,9%,-4%,-5%,Cc1ccc(C)c(NC(=O)C(Sc2cccc[n+]2[O-])c2ccccc2)c1 (stereo not given)
-6%,2%,41%[activator],3%,-10%,19%,2%,-18%,-1%,COc1ccc(C(CNC(=O)c2ccc(S(=O)(=O)Nc3ccccc3F)cc2)N(C)C)cc1 (stereo not given)
-32%,-2%,30%,-14%,-21%,0%[57.4 µM],9%,-1%,4%,Cc1cnc(-c2nnc(N(C)C(=O)c3cccnc3)s2)cn1
5%,-1%,24%,-15%,-13%,0%,22%,12%,-10%,COc1ccc(C2NC(=O)NC(C)=C2C(=O)OCC2CCCCC2)cc1OC (stereo not given)
-5%,?,19%,i,-21%,-29%,-2%,14%,9%,Cc1cccn2c(=O)c(C=C(C#N)C#N)c(N3CCN(C)CC3)nc12
-27%,4%,25%,i,9%,-1%,4%[57.1 µM],-5%,0%,COc1ccc(CSc2nncn2C)cc1[N+](=O)[O-]
-10%,-8%,36%[activator],4%,-13%,-9%,-6%,-1%,0%,Cc1ccc2oc3c(c(=O)c2c1)C(c1ccc(F)cc1)N(c1nc(C)c(C)s1)C3=O (stereo not given)
-15%,-3%,1%,i,-22%,-3%,-7%,-4%,0%,O=S(=O)(c1cc(F)ccc1F)N1CCN(C2CCCCC2)CC1
2%,5%,12%,.,-9%,9%,24%,.,-3%,CC(CCc1ccccc1)NC(=O)CSc1nnnn1C (stereo not given)
-1%,1%,-8%,i,-30%,5%,-4%[57.1 µM],-2%,4%,Cc1ccc(NC(=O)CSCC(=O)Nc2ccccc2N2CCCC2)cc1
-7%,-6%,62%[activator],-4%,21%,?,-2%,2%,-1%,CCOc1ccc(S(=O)(=O)NCCSc2ccccc2)cc1
-3%,-7%,38%,-6%,-2%,-1%,10%,-18%,-5%,CCCn1c2ccccc2c2nnc(SCC(=O)OC)nc21
7%,-3%,15%,i,-15%,1%,12%,-8%,-2%,CN(C)CCn1c2c(c(SCC(=O)Nc3cccc4ccccc34)nc1=O)CCCC2
-16%,-7%,115%[activator],-8%,25%,?,2%,0%,1%,Cc1cccc([C@H]2[C@@H]3C=CC[C@@H](C)[C@@H]3C(=O)N2Cc2ccccc2)c1
-2%,2%,16%,-8%,-16%,0%,12%,-6%,-2%,Cc1ccc(C(=O)Nc2cccnc2)cc1NC(=O)c1ccco1
-7%,0%,15%,.,-1%,.,21%[57.1 µM],.,.,CCCC[C@H]1CCCO[C@@](C(=O)NCCN2CCOCC2)(C(F)(F)F)C1
9%,0%,55%[activator],-1%,22%,?,7%[57.1 µM],-2%,4%,COc1ccc(Cl)cc1C(=O)NCC(=O)OCc1ccccc1
-3%,-2%,31%,2%,-5%,3%,17%,-13%,0%,CCCCOc1ccc(C(=O)NCc2ccncc2)cc1
34%,1%,27%,2%,-12%,?,-11%,9%,6%,Cc1ccc(CN2CCN(CC(=O)NCc3ccccc3)CC2)cc1
17%,-6%,10%,3%,-7%,-9%,17%,-1%,15%,O=C1C(=O)N(CCN2CCCCC2)c2ccccc21
0%,2%,-18%,-1%,?,-28%,-10%,-3%,6%,COc1ccc2[nH]c3c(c2c1)CCN1C(=O)C(CC(=O)NCCC2=CCCCC2)C[C@H](C(=O)N(C(C)C)C(C)C)[C@@]31C (stereo not given in full)
23%,1%,10%,2%,-22%,17%,-19%,3%,6%,CCn1c(SCC(O)c2ccccc2)nnc1-c1ccccc1 (stereo not given)
-6%,-2%,20%,-8%,-21%,5%,19%,-1%,7%,CC(=O)Nc1ccc(S(=O)(=O)N2CCN=C2SCc2ccc(C)cc2)cc1
4%,10%,19%,-4%,-19%,-29%,-30%,-7%,1%,CCC(NC(=O)Cc1c(C)c2c(cc(C)c3c(C)c(C)oc32)oc1=O)C(=O)O (stereo not given)
-3%,-8%,35%,-10%,-12%[11.4 µM],0%,11%[57.1 µM],-16%,-1%,FC(F)(F)c1cnc(-c2cnc(-c3ccccn3)nc2)c(Cl)c1
-44%,0%,6%,0%,-18%,?,-15%,1%,-14%,COc1ccc(C(=O)NC(=S)NNC(=O)c2ccc(O)cc2)cc1[N+](=O)[O-]
-8%,-9%,32%,-2%,1%,1%,29%,-1%,0%,O=C(NCCCC1CCCC1)C1CCC(=O)N(Cc2cccc(F)c2)C1 (stereo not given)
-6%,-8%,18%,-2%,-15%,4%,-3%,2%,-4%,CCCOc1cccc(C(=O)Nc2ccccc2C(=O)N2CCN(C)CC2)c1
-9%,?,43%,-4%,-14%,-5%,8%,-1%,0%,Cc1c(C(=O)Nc2cccc(C(F)(F)F)c2)sc2nc3n(c(=O)c12)CCCC3
4%,-1%,16%,5%,3%,-1%,-1%[57.1 µM],0%,7%,O=C(CNC(=O)c1ccccc1)OCc1cccc(Br)c1
-1%,0%,40%[activator],-1%,-15%,1%,-6%[57.1 µM],3%,-9%,CCNC(=S)Nc1ccc2cn[nH]c2c1
2%[11.4 µM],0%,84%[activator],-1%,75%[activator],-7%,14%,3%,-1%,COc1cccc(OCC(=O)Nc2cc(Cl)ccc2Oc2ccccc2)c1
8%,32%[activator],17%,i,-33%,-2%,15%,16%,-2%,CN(C)S(=O)(=O)c1cccc(NC(=O)c2cccc(S(=O)(=O)N3CCc4ccccc43)c2)c1
-23%,0%,31%,i,25µM*,-18%,7%,11%,8%,O=C(Nc1nc(-c2ccccn2)cs1)c1cc2ccccc2o1
-5%,-1%,19%,-9%,-26%,.,17%,7%,24%,C=CCN(c1ccccc1)S(=O)(=O)c1cccc(C(=O)Nc2ncccc2O)c1
-10%,4%,73%[activator],-7%,-8%,52%[activator],21%,30%,-1%,Cc1cc(NC(=O)c2cc([N+](=O)[O-])cc([N+](=O)[O-])c2)no1
-24%,-3%,34%,-11%,-15%,7%&2%,24%,5%,-1%,O=C(NCC(c1ccccc1)c1ccccc1)c1nn(-c2ccccc2Cl)nc1CO
0%,-3%,97%[activator],-1%,0%[11.4 µM],3%,36%[57.1 µM],4%,-2%,Cc1ccccc1NS(=O)(=O)CCCCC(Cl)(Cl)Cl
5%,-3%,21%,i,-15%,409%[activator],14%[57.1 µM],11%,0%,Cn1c(=O)c2c([nH]c(=O)n2C)n(Cc2ccccc2)c1=O
?,-1%,30%,0%,?,18%,20%[57.1 µM],16%,-13%,COc1cc(/C=N/NC2=NS(=O)(=O)c3ccccc32)cc(OC)c1OC
-15%,2%,-1%,-6%,32µM*,?,7%[57.1 µM],-2%,1%,O=C(COC(=O)c1ccccn1)Nc1ccccc1Cl
-2%,16%,36%,-10%,-6%,10%,25%[57.1 µM],3%,3%,Cc1nnc(SCc2nnc(-c3ccccc3Br)o2)s1
8%,0%,18%,-8%,-16%,-4%,2%,0%,2%,CC(C)c1nc2oc3c(NCC4CCCO4)ncnc3c2c2c1COC(C)(C)C2 (stereo not given)
-2%,-7%,22%,.,-17%,-5%,-20%,11%,7%,CCCc1[nH]nc2c1C(c1ccc(OCCN3CCOCC3)c(OCC)c1)C(C#N)=C(N)O2 (stereo not given)
11%,2%,44%[activator],7%,-8%,-26%,19%,15%,1%,COc1ccc(CNC(=O)COC(=O)c2ccc(Br)c(S(=O)(=O)N3CCOCC3)c2)cc1
-6%,-5%,35%,2%,-8%,-19%,4%,7%,-5%,Cc1ccc(-c2cc(C(=O)Oc3ccc(C#N)cc3)no2)cc1
-1%,-2%,29%,-5%,-13%,?,6%,-6%,0%,Cc1ccc(SCC(=O)OCC(=O)N(C)CC(=O)Nc2ccc(F)cc2)cc1C

At a glance, part of the list above:
RGS4 inh,Pin1 inh,HP1b chromo inh,Tb PGK inh,JMJD2A Tudor inh,12-LOX inh,rTrxR1 inhibitor,ERG Ets-DNA blk,GLS inh,Compound
-6%,-5%,35%,2%,-8%,-19%,4%,7%,-5%,Cc1ccc(-c2cc(C(=O)Oc3ccc(C#N)cc3)no2)cc1
-1%,-2%,29%,-5%,-13%,?,6%,-6%,0%,Cc1ccc(SCC(=O)OCC(=O)N(C)CC(=O)Nc2ccc(F)cc2)cc1C
